Bioassay records as filed in PubChem.
telomere uncapping: survival after telomere uncapping, modulators, primary screen, cell-based (AID 1259312); fold change at 10 µM; 4,500 tested, 4.5% active; HCT116 + Ad-hTR-mut, survival, MTT, 5 d; hits give high values;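 active = cell survival measured by absorbance rises more than 2.5-fold over infected cells without compound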;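 also: virus expresses mutant telomerase RNA that uncaps telomeres and kills cells; compound added 2 days after infection so exposure lasts 3 days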
An asterisk follows results filed as active. Only part of the results is shown, so the mix of outcomes need not match the whole.

SMILES	telomere uncapping
O=C(O)C1[C@H]2C[C@H]3c4[nH]c5ccccc5c4CCN3C[C@@H]2CC[C@@H]1O (some centres undefined)	1.3
CCn1cc(C(=O)O)c(=O)c2cc(F)c(N3CCNCC3)nc21	-1.3
CCCCCCCCCCCCCCCC(=O)O	1.2

Random excerpt: two records from the list
SMILES	telomere uncapping
O=C(O)C1[C@H]2C[C@H]3c4[nH]c5ccccc5c4CCN3C[C@@H]2CC[C@@H]1O (some centres undefined)	1.3
CCCCCCCCCCCCCCCC(=O)O	1.2
